KDM5B inhibitor – Primary screen for KDM5B Histone Demethylases FDH-coupled qHTS; KDM5B demethylase, FDH-coupled NADH fluorescence (FDH is formaldehyde dehydrogenase); Potency, µM (doses to about 57.7 µM), for inactives: top-dose activity change, negative = inhibition, actives largely listed as inhibitors; 2.6% of 220,000 active; AID 1347165, 2019; active = well fitted inhibition curve with a large enough effect; inconclusive = small, poorly fitted or top-dose-only effect; inactive = no such curve, though single readings can be large or run the other way; also: 0% is about no effect; nearly all actives have a fitted effect of over 70% in size
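Coupled FDH/NAD⁺ fluorescence readout. KDM5BΔAP 200 nM final; compound titration, 10 min RT preincubation; substrate mix 12.5 µM H3K4me3, 25 µM 2-OG, 50 µM Fe(II), 100 µM ascorbate, 0.25 mM NAD⁺, 0.25 U/mL FDH; ΔRFU over 30 min.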
* = called active by the depositor; ? = inconclusive; [ ] = another dose, or the depositor's remark. Potency is read from the fitted curve at half-maximal effect. An excerpt, so the mix of outcomes need not match the whole.

Preview, 2 compounds:
SMILES | KDM5B inhibitor
COc1ccc(OC)c(NC(=O)c2nc3ccccc3nc2N2CCOCC2)c1 | 5.5%
COC(=O)Cn1ccc2cc(S(=O)(=O)N3CCCCCC3)ccc21 | ?

The whole of this part, from the start:
SMILES | KDM5B inhibitor
COc1ccc(OC)c(NC(=O)c2nc3ccccc3nc2N2CCOCC2)c1 | 5.5%
COC(=O)Cn1ccc2cc(S(=O)(=O)N3CCCCCC3)ccc21 | ?
CC(=O)c1c(-c2ccc(Cl)cc2)nc2n(CCN3CCOCC3)c3ccccc3n12 | -4.4%
CC(C)NC(=O)N1CCC2(CC1)CN(C(=O)C1CCN(C)CC1)Cc1ccccc1O2 | 6.5%[115 µM]
CCOCCOC1CCN(C(=O)c2ccccc2)CC1 | -26.7%
O=[N+]([O-])c1ccc2nc(C(F)(F)F)[nH]c2c1 | -22.2%
O=C([C@H]1C[C@H](Oc2ccccc2)CN1C(=O)Nc1cccc(F)c1)N1CCOCC1 | 17.9%
O=C(Nc1cccc2ccccc12)O[C@@H]1CO[C@H]2[C@@H]1OC[C@@H]2NS(=O)(=O)c1cccs1 | -7.3%
Cc1ccc(CNC(=O)N2CCC(OC3CCN(Cc4ccccc4)CC3)CC2)cc1 | 6.9%
O=C(COc1ccc(F)cc1)Nc1ccc2oc(-c3ccccc3F)nc2c1 | -2.0%
CCOc1ccc(-c2cc(C(=O)Oc3ccc(F)cc3)no2)cc1 | 9.2%
CN(C)CCCNC(=O)c1cn2ccnc(-c3ccc(F)cc3)c2n1 | ?
COc1ccccc1C(=O)COC(=O)C1(c2ccc(F)cc2)CCCC1 | -13.4%
CC(C)c1noc(CC2CCN(C(=O)c3ccc4c(c3)OCO4)CC2)n1 | 3.4%
O=C(Nc1cc(-c2nc3ccccc3o2)ccc1Cl)c1ccc(N2CCCCC2)c([N+](=O)[O-])c1 | -4.0%
CC(Sc1nnc2c(n1)[nH]c1ccccc12)C(=O)NC1CCCCC1 (stereo not drawn) | 8.4%
CCCCCCCCCCCCS(=O)CC(Cl)CCl (stereo not drawn) | 6.2%
COc1ccc(Nc2nc(-c3ccc(CNC(C)=O)s3)cs2)cc1 | -4.3%
COc1ccc(CNC(=O)CSc2nc(-c3ccc(OC)cc3)cc(C(F)(F)F)n2)cc1 | ?
CCn1c2c(c(=O)n3ncc(C(=O)Nc4cccc(Cl)c4C)c13)CN(Cc1ccc(OC)cc1)CC2 | ?
COc1ccc(CN2C[C@H]3CN(Cc4ccc(S(C)(=O)=O)cc4)CCN3C2=O)cc1 | ?
COc1ccc(NC(=O)O[C@@H]2CO[C@H]3[C@@H]2OC[C@@H]3NC(=O)COc2ccccc2)cc1 | -19.4%[86.2 µM]
O=C(NCCc1ccccc1F)c1ccc2c(c1)OCCO2 | -29.3%
CCC(C)NC(=O)C(NC(=O)c1cccs1)C1CCN(C(=O)c2ccccc2F)CC1 (stereo not drawn) | -9.2%
COc1ccccc1-c1noc(-c2nnn3c2COC(c2ccc(F)cc2)C3)n1 (stereo not drawn) | ?
CCCCCNC(=O)Cc1csc2nc(C)c(-c3cc(C)n(-c4ccc(F)cc4)n3)c(=O)n12 | ?
CC1=C[C@@H](CN2CCC(C(N)=O)CC2)[C@H](C(C)C)C[C@H]1Cc1nnc(-c2ccc(N(C)C)cc2)o1 | ?
COc1ccc(C2Cn3nnc(-c4nc(-c5ccccc5)no4)c3CO2)cc1 (stereo not drawn) | 8.2%
Cc1cn2nc(C(=O)N3CCC(NC(=O)c4ccccc4)CC3)cc2c(=O)[nH]1 | ?
Cc1cccc(CNC(=O)CCc2conc2-c2cccc(F)c2)c1 | -9.4%
Cc1ccccc1OCC(=O)Nc1nonc1-c1ccccc1 | 12.8%
O=C(CSc1c2c(nc3ccc(Cl)cc13)CCCC2)NCc1cccs1 | -13.8%
Cn1c(=O)c2c(ncn2CCC(=O)Nc2ccccc2Cl)n(C)c1=O | -2.3%
COc1ccc(-c2cn(C)c(=O)n3cc(CN4CCNC(=O)C4)nc23)c(C(F)(F)F)c1 | ?
Cc1nc2sc(C#N)c(N)c2c(C)c1Cl | ?
CCOC(=O)c1oc2cc(OC)ccc2c(=O)c1-c1ccc(Br)cc1 | -4.5%
CC(=O)c1cccc(NC(=O)c2cnc(-c3ccccc3)nc2-c2ccncc2)c1 | -2.7%
O=C1C2CN(Cc3ccc(F)cc3F)CCC2OCCN1Cc1ccccc1 (stereo not drawn) | -14.7%[86.2 µM]
COc1ccc2[nH]c3c(c2c1)CCN(C)C31CCN(C(=O)c2ccccc2F)CC1 | ?
O=C(Cc1coc2cc3c(cc12)CCC3)OCc1cccc([N+](=O)[O-])c1 | -33.6%
c1ncc(-c2ccc(-c3noc([C@@H]4CCCN4Cc4ccc5c(c4)OCO5)n3)cn2)cn1 | ?
COc1ccc(-c2nn3c(=O)cc(CN4CCN(C(=O)c5ccc(C(C)(C)C)cc5)CC4)nc3s2)cc1 | -9.7%
Cc1cc(=O)c(C(=O)OCCOc2ccccc2)nn1-c1cccc(C(F)(F)F)c1 | 15.8%
CCC1Oc2ccc(NC(=O)c3cccs3)cc2CN(Cc2ccc(OC)cc2)C1=O (stereo not drawn) | ?
Cc1n[nH]c(C)c1CCCn1ccnc1-c1cnc[nH]1 | 12.6%
CC(c1ccccc1)N1Cc2cc(NC(=O)Cc3cccs3)ccc2OCC1=O (stereo not drawn) | -0.8%
O=C1CC2CCCC(C1)N2C(=O)c1ccccn1 | -33.5%[86.2 µM]
O=C(CC(CC(=O)c1ccccc1)c1cccs1)c1ccccc1 | 12.1%
CSc1ccc(/C=C(/C#N)C(=O)NC(C)C)cc1 | ?
O=C1Nc2ccc(-c3ccccc3)cc2C(=O)N2CC[C@H](NS(=O)(=O)c3cccs3)[C@@H]12 | 2.4%
Cc1c(C(=O)NCCc2nnc3n2CCCCC3)sc2ccccc12 | -5.2%
Cc1ccc(-c2noc(CSc3nnc(C)n3-c3ccc(C)cc3)n2)cc1 | 19.2%
CCOC(=O)C(Cc1c[nH]c2ccccc12)NC(=O)COc1ccc(CC)cc1 (stereo not drawn) | ?
COc1ccccc1CNC(=O)[C@H]1C[C@@H](O)[C@H](O)[C@@H]2N=C(Nc3ccc(C)cc3)S[C@@H]21 | -4.6%
O=C(/C=C/c1ccc(Cl)cc1)OC1CCCCC1=O (stereo not drawn) | 6.2%
COc1ccccc1-n1nnnc1SCc1nc2ccccc2[nH]1 | -3.3%
CN(C)S(=O)(=O)c1ccc(NC(=O)CN2CCN(c3ccc(O)cc3)CC2)cc1 | ?
CCN1CCN(c2csc3ccc(C)cc3c2=O)CC1 | -26.4%
COC(=O)c1sc(NC(=O)CN2CCc3ccccc32)c(C(=O)OC)c1C | 12.8%
Cc1nn(C)cc1S(=O)(=O)Nc1ccn(Cc2c(Cl)cccc2Cl)n1 | 16.2%

New compounds follow
SMILES | KDM5B inhibitor
COC(=O)c1ccc(NC(=O)CCC(=O)c2ccc(F)cc2)cc1 | 31.2%
O=C(c1ccc(OC(F)(F)F)cc1)N1CCN(c2cc(-c3ccccc3)[nH]n2)CC1 | -23.8%
O=CN1CCN(S(=O)(=O)c2ccc(S(=O)(=O)NC3CCCCC3)cc2)CC1 | -12.6%
Cc1nnc2ccc(NCC(C)C)nn12 | ?
O=C1NCCCCCCN(Cc2ccncc2)[C@@H]2CN(Cc3cccnc3)CC[C@@H]12 | ?
O=C(NCCNC(=O)c1cc2ccccc2[nH]1)C(=O)N1CCN(Cc2ccccc2)CC1 | ?
Cc1ccc(-c2ccc(=O)n(Cc3noc(C(=O)NCc4ccco4)n3)n2)cc1 | -11.2%
COc1ccc(-c2noc(CC3CCN(C(=O)Cc4ccccc4OC)CC3)n2)cc1 | -6.8%
CCn1c(SCc2coc(-c3cccs3)n2)nnc1-c1ccccc1 | -6.4%
CC(Cc1cccs1)N(Cc1ccc(Cl)cc1)C(=O)CC1CCCC1 (stereo not drawn) | 14.6%
COc1ccc(CCNC(=O)CN2C(=O)NC(c3ccccc3Cl)C3=C2COC3=O)cc1OC (stereo not drawn) | -18.5%
COc1cc(-c2cccs2)cc2c1OCCN(C(=O)c1ccncc1C)C2 | 8.0%
CSc1nc(Nc2ccccc2F)c(C#N)c(-c2ccccc2)n1 | ?
CSCCOc1ccc(-c2ccccc2)cc1 | 25.6%
Cc1ccc(CN(C)Cc2ccc(F)cc2)cc1 | 5.4%[86.2 µM]
CN(C)Cc1nnc(C2CC(NC(=O)Cc3c[nH]c(=O)n(C)c3=O)C2)n1C (stereo not drawn) | -36.9%
CN(C)c1ccc(C2Nc3ccccc3C(=O)N2CCCN2CCOCC2)cc1 (stereo not drawn) | -3.5%
CCOC(=O)C1CCN(C(=O)Cn2nc(CC)n3c(cc4sccc43)c2=O)CC1 | ?
Cn1c(NCCc2ccccc2)nc2c1c(=O)n(Cc1ccc(Cl)c(Cl)c1)c(=O)n2C | 19.1%
Cc1ccccc1S(=O)(=O)Nc1ccccc1SCc1cc(=O)n2cc(Cl)ccc2n1 | -20.2%
COc1ccc(S(=O)(=O)NCCc2sc(-c3cccnc3)nc2C)c(F)c1 | ?
COc1ccccc1/C=C1\SC(=S)N(CCC(=O)NNC(=O)c2ccccc2OC)C1=O | 9.0%
CC(Sc1nnc(-c2ccco2)n1C)C(=O)N1C(C)CCCC1C (stereo not drawn) | -5.5%
Cc1ccc(-c2noc(-c3nc(Cc4ccc(F)cc4)no3)n2)cc1 | -4.1%
COc1cc(-c2cc(OC)c3c(C)oc(C)c3c(=O)c2)ccc1OC(=O)c1ccccc1F | ?
COc1cccc(N=C(N)N=C(N)N)c1 | 7.5%
CCCC(C)C(=O)NCc1ccccn1 (stereo not drawn) | 22.5%
CCC(=O)NCC(=O)N1CCCCCCNC(=O)CC1c1ccccc1 (stereo not drawn) | 5.7%
O=C(NC1CCCC1)C(c1ccco1)N(C(=O)c1csnn1)c1ccccc1 (stereo not drawn) | 1.8%
COc1cc(C(=O)N2CCCCC2)ccc1OCc1c(C)noc1C | -8.6%
COc1cccc(C(=O)N2CCC(Cc3nc(C(C)C)no3)CC2)c1 | 19.1%
Cc1cnc(C(=O)NC2CC(C)(C)Cc3c2cnn3-c2ccccc2)cn1 (stereo not drawn) | 21.0%
CCCNC(=O)c1cc2n(n1)CCCN(Cc1ccc(F)cc1)C2=O | -3.4%
Cc1cccc2c(=O)c(-c3ccccc3)c(N)oc12 | 3.0%
O=C([C@@H]1C[C@H](F)CN1C(=O)c1ccccc1C(F)(F)F)N1CCOCC1 | 16.1%
CCCCOc1ccc(C#N)cc1OC | 15.2%
CC(=O)N(C1CCOCC1)C1CCN(C(=O)NCc2ccc(OC(F)(F)F)cc2)CC1 | 19.5%
COc1cccc(C(=O)Nc2cc3c(cc2C(=O)c2ccc(C)cc2)OCCO3)c1 | -6.7%
COCCCn1c(=N)c(C(=O)NCc2cccnc2)cc2c(=O)n3cccc(C)c3nc21 | ?
Cc1ccc(NC(=O)c2oc3ccccc3c2NC(=O)c2cc3ccccc3o2)cc1 | 195.5%[activator]
Cc1cc(C)cc(NC(=O)Nc2ccccc2N2CCCCC2)c1 | 26.6%
COC(=O)c1cc(-c2ccccn2)nc2ccccc12 | -21.9%
Cc1cc(NS(=O)(=O)c2ccc3c(c2)CN(C(=O)CCC(C)C)CC3)no1 | -9.6%
CCn1ccc(C(=O)N2CCC(N3C(=O)C(OC)C34CCOCC4)CC2)n1 (stereo not drawn) | 1.8%
CC1CCc2c(sc(NC(=O)CN3CCNC(=O)C3)c2C#N)C1 (stereo not drawn) | 100.7%[activator]
CCOc1ccc(NC(=O)CCc2ncc(-c3ccccc3F)o2)cc1 | 21.1%
Fc1ccc(-c2nnn(Cc3cc4c(cc3Br)OCO4)n2)cc1 | 3.2%
N#Cc1cnc(Nc2ccc(F)cc2)nc1N | 2.4%

Filtered by structure: those above containing a cyano group (six)
SMILES | KDM5B inhibitor
Cc1nc2sc(C#N)c(N)c2c(C)c1Cl | ?
CSc1ccc(/C=C(/C#N)C(=O)NC(C)C)cc1 | ?
CSc1nc(Nc2ccccc2F)c(C#N)c(-c2ccccc2)n1 | ?
CCCCOc1ccc(C#N)cc1OC | 15.2%
CC1CCc2c(sc(NC(=O)CN3CCNC(=O)C3)c2C#N)C1 (stereo not drawn) | 100.7%[activator]
N#Cc1cnc(Nc2ccc(F)cc2)nc1N | 2.4%

Following part
SMILES | KDM5B inhibitor
CCC(=O)Nc1cc(C)c(O)c(-c2nc3cc(CC)ccc3o2)c1 | 1.7%
Cc1c2cnn(-c3ccccc3)c(=O)c2c(C)n1CCCC(=O)Nc1cc(F)ccc1F | -19.9%
CC(=O)NCCNC[C@@H]1C=C(C)[C@H](Cc2nnc(-c3ccccc3)o2)C[C@H]1C(C)C | -26.0%[86.2 µM]
O=C(CN1C(=O)CNC1=O)N1CCc2nnc(-c3ccccc3)n2CC1 | -7.3%
C[C@@H]1CN(c2cc(C3CC(O)C3)ncn2)C[C@H](C)O1 (stereo partly drawn) | -25.0%
CC(C)N1CCc2c(C#N)c(NCc3cccnc3)n3cnnc3c2C1 | ?
Cc1ccc(C(=O)N2CCC3(CCCN(C4CCOCC4)C3=O)C2)cc1F (stereo not drawn) | -21.2%
CCc1ccc(S(=O)(=O)c2nnn3c2nc(Nc2cccc(C)c2C)c2sccc23)cc1 | 1.0%
O=C(OCc1nc2ccccc2o1)c1cc(F)cc(F)c1 | -13.0%
CCOC(=O)c1cccc(Nc2nc(C(=O)OCC)nc3ccccc23)c1 | -26.9%
COc1ccc(CC(=O)Nc2c(C(=O)N3CCC(N4CCCCC4)CC3)oc3ccccc23)cc1 | 4.3%
Cn1nccc1C(=O)N1CCN(C2CCN(Cc3cccnc3)C2=O)CC1 (stereo not drawn) | -16.3%

High-throughput results as filed in PubChem.
